Screening data deposited in PubChem BioAssay by several laboratories.
RGS4 block: human RGS4 inhibition | HEK293 M3R/RGS4 inducible, Fluo-4 calcium flux; stronger effect = higher value; triggered by carbachol at its EC20 | B-score at 10 µM | actives 0.45% (n = 310,000) | AID 463165;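 active means B-score, a plate-corrected calcium signal, over three deviations above library mean, with baseline fluorescence within five deviations of library mean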;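 further: RGS4 expression induced by doxycycline in cells with stable M3 receptor; B-score is computed from the integrated fluorescence ratio over baseline after carbachol; higher B-score means a larger calcium signal and so more RGS4 inhibition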
Target sequence (P49798 whole entry, looked up): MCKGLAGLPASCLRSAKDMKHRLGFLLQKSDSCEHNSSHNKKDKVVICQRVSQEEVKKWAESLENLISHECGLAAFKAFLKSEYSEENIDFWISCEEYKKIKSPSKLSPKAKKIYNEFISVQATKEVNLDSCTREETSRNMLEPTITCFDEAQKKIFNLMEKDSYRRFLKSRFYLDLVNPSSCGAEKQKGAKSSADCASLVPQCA
HIF activator: HIF pathway transcriptional activation. activation, % at 7.5 µM (by protocol). actives 0.32% (n = 300,000). U2OS HRE-luciferase reporter, luminescence; normalized: DMSO 0%, desferrioxamine 100%;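 active means mean activation of at least 10% of the iron chelator positive control signal, with at least half of replicates also reaching 10%; inconclusive means mean and replicate majority disagree about reaching 10%; inactive means mean and most replicates under 10%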
SKKanGAS inh: inhibitors of SKKanGAS S. pyogenes growth in kanamycin (SK-promoter or general growth effect); AID 1662; inhibition, % at 7.5 µM; actives 1.3% (n = 300,000); BacTiter-Glo, 6 h;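 active means mean replicate score, as percent of positive control median, at least 50; inconclusive means mean below 50 but one replicate at or above 50; inactive means mean and every replicate below 50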;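 further: strain carries kanamycin resistance gene driven by streptokinase promoter and grows in 40 µg/ml kanamycin; loss of luminescence reflects streptokinase promoter inhibition or plain growth inhibition; 0% = median of DMSO wells and 100% = positive control at its reference dose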
Platelet DG rel: modulates dense granule release in human platelets; human platelet-rich plasma, SFLLRN dense granule ATP release, luminescence; inhibition, %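 (compounds screened at 7.5 µM in platelet-rich plasma)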; actives 0.22% (n = 300,000); AID 1663;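 active means mean replicate score, as percent of positive control, at or above 50; inconclusive means mean below 50 but at least one replicate at or above 50; inactive means mean and every replicate below 50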
TRPC6 inh: blocks the mouse TRPC6 cation channel | HEK293-TRPC6, membrane potential dye, ACh-evoked depolarization; stronger effect = lower value | B-score at 10 µM | actives 1.1% (n = 310,000) | AID 2553;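 active means B-score under library mean minus 3 SD, initial fluorescence not abnormally high, positive integrated signal ratio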;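 further: B-score derived from integrated fluorescence ratio over the kinetic read; more negative B-score means stronger inhibition of depolarization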
MrgX1 agonist: human MrgX1 receptor agonism, primary screen; Q96LB2; MrgX1-HEK293 cells, Fluo-4 calcium fluorescence, agonist mode; stronger effect = higher value; B-score at 10 µM; actives 0.44% (n = 310,000);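 active means calcium response B-score plate-corrected fluorescence ratio at least 3 library SD, with starting fluorescence B-score inside 5 SD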
Target sequence (Q96LB2 whole entry, looked up): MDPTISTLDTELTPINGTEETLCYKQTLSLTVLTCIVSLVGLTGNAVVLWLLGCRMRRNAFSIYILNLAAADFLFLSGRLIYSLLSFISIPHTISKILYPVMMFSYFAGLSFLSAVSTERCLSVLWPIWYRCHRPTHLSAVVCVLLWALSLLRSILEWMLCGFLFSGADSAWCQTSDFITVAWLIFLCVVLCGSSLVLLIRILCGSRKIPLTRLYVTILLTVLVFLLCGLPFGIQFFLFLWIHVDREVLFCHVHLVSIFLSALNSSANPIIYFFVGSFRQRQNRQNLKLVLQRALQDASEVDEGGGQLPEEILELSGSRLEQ
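Test system: HEK293 cells stably expressing human MrgX1 receptor; Input: fifteen thousand cells per well; Dosing: compound delivered in addition one of three; Schedule: overnight seeding, then 1 h dark dye loading; Technique: Fluo-4 NW calcium fluorescence; Measure: B-scored fluorescence response ratio; Controls: positive and negative controls per plate.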
RGS4 act: RGS4 potentiation or activation. HEK293 M3R/inducible RGS4, carbachol calcium flux Fluo4; stronger effect = lower value. B-score at 10 µM. actives 0.92% (n = 310,000). AID 463111;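 active means B-score of the integrated calcium signal more than 4 SD below the library mean, with starting fluorescence not abnormally high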;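 further: negative B-score means reduced calcium response which marks RGS4 activation or potentiation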
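Also added: carbachol at ECmax as muscarinic agonist stimulus; Assay system: HEK293 cells with stable M3R and inducible RGS4; Timing: overnight RGS4 induction, 30 min dye load 37 °C, 20 min compound RT; Measured by: Fluo4-AM (2 µM) calcium-flux fluorescence, kinetic read.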
TRPC6 activator: activates the mouse TRPC6 cation channel | Q61143 | HEK293-TRPC6 membrane potential dye fluorescence; stronger effect = higher value | B-score at 10 µM | actives 0.13% (n = 310,000);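 active means B-score of the integrated fluorescence ratio above library mean plus 3 SD, and starting fluorescence ratio within library mean plus 5 SD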;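 further: higher score means more depolarization so channel activation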
TRPC4 block: TRPC4 (mouse) channel inhibition; Q9QUQ5; HEK293 TRPC4beta/mu-opioid, DAMGO-evoked Fluo4 calcium flux; stronger effect = lower value; B-score at 10 µM; actives 0.39% (n = 300,000); AID 2247;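 active means B-score over 3 SD under the library average, no early fluorescence shift, positive overall ratio signal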
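material = TRPC4beta/mu-opioid receptor HEK293 cell line | probe or stimulus = sequential submaximal and maximal DAMGO stimulation | compound dosing = one concentration per compound | measured by = Fluo4 Ca2+ flux fluorescence | evaluation = integrated fluorescence ratio relative to baseline, converted to per-well B score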
MrgX1 antagonist: human MrgX1 receptor antagonism, primary screen; MRGX1-HEK293 calcium flux, Fluo-4, BAM8-22 antagonism; stronger effect = lower value; actives 1.3% (n = 310,000); Q96LB2; B-score at 10 µM;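 active means calcium-response B-score plate-corrected more than 3 library SD below zero, starting fluorescence within 5 deviations, no agonist response on first addition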;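 further: peak minus trough fluorescence over baseline after final BAM8-22 challenge near maximal dose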
MrgX1 PAM: allosterically activates human MrgX1 receptor signaling; B-score at 10 µM; actives 0.63% (n = 310,000); Q96LB2; MrgX1-HEK293, Fluo-4 calcium flux, FDSS; stronger effect = higher value;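 active means plate-corrected calcium response at least 3 library SD above typical, normal starting fluorescence, not activating the receptor alone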;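 further: compound read alongside a low EC10 to EC30 dose of BAM8-22 agonist; peak minus trough fluorescence over baseline measured at the second addition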
An asterisk follows results filed as active; i = inactive; ? = inconclusive; . = not tested or not shown.

SMILES	RGS4 block	HIF activator	SKKanGAS inh	Platelet DG rel	TRPC6 inh	MrgX1 agonist	RGS4 act	TRPC6 activator	TRPC4 block	MrgX1 antagonist	MrgX1 PAM
O=C(CCC1CCCN(C(=O)CCN2CCCCC2=O)C1)NCc1ccccc1F (centres undefined)	i	0.6	-2	2	i	i	i	i	i	i	i
O=c1c2ccccc2nc(CSc2nnnn2-c2ccccc2)n1-c1cccc(C(F)(F)F)c1	i	-0.2	0	19	i	i	i	i	i	i	i
Brc1cccc(CNCC2CCCO2)c1 (centres undefined)	i	1.9	0	-1	i	i	i	i	i	i	i
Cc1ccc(N(C(=O)CNC(=O)c2ccco2)C(C(=O)NC2CCCCC2)c2cccnc2)cc1F (centres undefined)	i	-0.8	-2	1	i	i	i	i	i	i	i
CC12CCC(C(=O)Nc3ccccc3N3CCOCC3)(CC1=O)C2(C)C (centres undefined)	i	0.3	-1	8	i	i	i	i	i	i	i
COc1ccc(S(=O)(=O)Cc2ccc(C(=O)NCc3ccccc3)o2)cc1	i	-0.3	-2	6	i	i	i	i	i	i	i
CCO/C=N/c1c(C#N)c(CC#N)nn1-c1ccccc1	i	0.1	1	1	i	i	i	i	i	i	i
Cc1nn(-c2ccccc2)c2nc(C(Cl)(Cl)Cl)[nH]c(=O)c12	i	0.0	?	4	i	i	i	i	i	i	i
CCN(CC)c1ccc(C2NCC(c3ccc([N+](=O)[O-])cc3)O2)cc1 (centres undefined)	i	-0.1	-1	-6	i	i	i	i	i	i	i
CC(=O)c1ccc(N(CC(=O)NC2CCCCC2)C(=O)CNC(=O)c2cccs2)cc1	i	-0.6	2	11	i	i	i	i	i	i	i
Cc1ccsc1C(=O)N1CC=C(c2ccccc2)CC1	i	-38	14	-2	i	i	i	i	i	i	i
CN(CC(=O)Nc1ccccc1Cl)C(=O)c1cc(-c2cccs2)nn1-c1ccccc1	i	-0.3	-2	9	i	i	i	i	i	i	i
Cc1ccc(S(=O)(=O)N2CCN(C(=O)c3ccc([N+](=O)[O-])cc3)C2)cc1	i	-0.2	-8	0	i	i	i	i	i	i	i
CCN1C(=O)C(CC(=O)Nc2ccc(OC)cc2)N(Cc2ccc(OC)c(OC)c2)C1=S (centres undefined)	i	0.5	-3	16	i	i	i	i	i	i	i
CC(=O)OCc1ccccc1Sc1ccccc1C(=O)NCc1ccccc1	i	0.3	2	-12	i	i	i	i	i	i	i
CC(C)CC(=O)Nc1sc2c(c1C(=O)O)CCCCC2	i	-0.7	1	9	i	i	i	i	i	i	i
COc1ccc(/C=C/C(=O)OCC(=O)NCc2ccco2)cc1OC	i	-0.2	-1	-9	i	i	i	i	i	i	i
O=C1CSC(c2cn(-c3ccccc3)nc2-c2cc3ccccc3oc2=O)N1Cc1ccccc1 (centres undefined)	i	0.2	15	16	i	i	i	i	i	i	i
CC1CCN(c2ccc([N+](=O)[O-])cn2)CC1	i	-2.9	-1	-1	i	i	i	i	i	i	i
NC(=O)CN1C(=O)/C(=c2\sc3nc(=O)c(Cc4ccccc4)nn3c2=O)c2ccccc21	i	-0.4	0	16	i	i	i	i	i	i	i
C(#Cc1ccc(C#CCN2CCOCC2)cc1)CN1CCOCC1	i	-0.2	2	-1	i	i	i	i	i	i	i
CSc1nnc(NC(=O)c2cc3ccccc3oc2=O)s1	i	0.5	2	7	i	i	i	i	i	i	i
Cc1ccccc1NC(=O)NC1CCS(=O)(=O)C1 (centres undefined)	i	0.1	-1	-16	i	i	i	i	i	i	i
Cc1cc(C(=O)N(C)CC(=O)Nc2ccccc2C(F)(F)F)c(C)o1	i	0.0	-1	2	i	i	i	i	i	i	i
O=C(NC(=S)Nc1ccc(F)c([N+](=O)[O-])c1)c1ccccc1F	i	1.6	-1	4	i	i	i	i	i	i	i
C[C@]12CCC(=O)C=C1C=C[C@@H]1[C@@H]2CC[C@@]2(C)[C@H]1CC[C@@]21CCC(=O)O1	i	-2.8	-3	7	i	i	i	i	i	i	i
O=[N+]([O-])c1cccc(-c2nnc(C34CC5CC(CC(C5)C3)C4)o2)c1	i	-0.2	-6	-1	i	i	i	i	i	i	i
Cn1c(=O)[nH]c(=O)c2c1nc(CN(Cc1ccccc1)Cc1ccccc1)n2CCN1CCOCC1	i	0.0	-4	-2	i	i	i	i	i	i	i
C=CCn1c(CNC(=O)c2cccs2)nnc1SCC(=O)Nc1ccc(C(=O)O)cc1	i	-0.6	-2	-1	i	i	i	i	i	i	i
Cc1ccccc1NC(=O)NC1(C(=O)NCCCN2CCOCC2)CCCCC1	i	-0.4	-4	-1	i	i	i	i	i	i	i
Cc1ccc(OCC(=O)O/N=C(\N)c2cccc([N+](=O)[O-])c2)cc1C	i	-0.5	-2	-15	i	i	i	i	i	i	i
O=C(NCc1ccco1)C(Cc1ccccc1)NS(=O)(=O)c1cccc2nsnc12 (centres undefined)	i	-0.3	-4	6	i	i	i	i	i	i	i
Cc1cccc(Cl)c1NC(=S)N1CCN(c2ccc([N+](=O)[O-])cn2)CC1	i	0.7	6	-5	i	i	i	i	i	i	i
COc1ccc(C(C#N)(CC(=O)O)c2cnccn2)cc1OC (centres undefined)	i	-0.7	8	1	i	i	i	i	i	i	i
COc1cc(/C=C(/C(=O)c2cccs2)c2nc3ccccc3[nH]2)cc(OC)c1O	22*	7.4	2	17	i	i	i	i	i	i	i
O=C(O)c1ccc(-c2ccc(/C=C3\NC(=O)N(Cc4ccc(Cl)cc4)C3=O)o2)cc1Cl	i	-0.2	46	1	i	.	i	i	i	.	.
CCCN1CNc2c(c(=O)[nH]c(=S)n2-c2ccc(Cl)cc2)C1	i	.	.	.	i	i	i	i	i	i	i
CC(=O)N(C)C1(c2nnnn2CCOC(=O)Nc2cccc3ccccc23)CCCC1	i	0.0	2	1	i	i	i	i	i	i	i
COc1ccc(CCC(=O)OCC(=O)Nc2c(C)nn(-c3ccccc3)c2C)cc1	i	0.2	6	-2	i	i	i	i	i	i	i
COc1ccsc1C(=O)Nc1ccc(F)cc1F	i	1.4	-4	-5	i	i	i	i	i	i	i
Cc1cccc(NC(=O)CCc2c(C)nn(-c3ccc(N4CCCCC4)nn3)c2C)c1	i	0.1	10	-22	i	i	i	i	i	i	i
O=C1COc2ccc(-c3n[nH]c(=O)c4ccccc34)cc2N1	i	0.6	-7	3	i	i	i	i	i	i	i
COC(=O)c1sccc1NC(=S)N1CCN(C)CC1	i	1.4	2	14	i	i	i	i	i	i	i
COc1ccccc1NC(=O)Cn1c2ccccc2c2nc3n(c(=O)c21)CCS3	i	0.0	1	-2	i	i	i	i	i	i	i
S=c1nc2ccccc2c2nc(-c3cccnc3)[nH]n12	i	0.5	15	13	i	i	i	i	i	i	i
COc1ccc(C(=O)NNC(=O)C(=O)NC(C)c2ccccc2)cc1OC (centres undefined)	i	-0.4	.	4	i	i	i	i	i	i	i
Cc1cccn2c(=O)c3cc(C#N)c(=NC(=O)c4ccncc4)n(CCCOC(C)C)c3nc12	i	0.2	13	-1	i	i	i	i	i	i	i
COc1cccc(NC(=S)NCCc2ccccn2)c1	i	1.4	-10	-7	i	i	i	i	i	i	i
CC(=O)NCCn1c(SCC(=O)NCCC(C)C)nc2ccccc2c1=O	i	-0.6	4	3	i	i	i	i	i	i	i
CCC1(C)CC2(CCCN(CCC(=O)c3ccccc3)C2)CCO1 (centres undefined)	i	-1.0	1	5	i	i	i	i	i	i	i
Cc1ccc(CN2CCN(/N=C/c3cc(Br)cc(Br)c3O)CC2)c(C)c1	i	0.1	-8	11	i	i	i	i	i	i	i
CCOC(=O)/C(C#N)=C\C1=C(N2CCCC2)CC(C)(CC)OC1 (centres undefined)	i	-0.3	1	-3	i	i	i	i	i	i	i
c1ccc(CN2C3=NCCCN3c3ccccc32)cc1	i	0.0	-3	2	i	i	i	i	i	i	i
COc1ccc(NS(=O)(=O)c2ccc(NS(=O)(=O)c3cccs3)cc2)cc1	i	-0.6	4	-1	i	i	i	i	i	i	i
CCOc1cc(S(=O)(=O)N2CCN(CC)CC2)ccc1Cl	i	-0.2	1	-1	i	i	i	i	i	i	i
NS(=O)(=O)c1ccc(CNS(=O)(=O)c2ccc(Cl)nc2)cc1	i	-0.1	8	4	i	i	i	i	i	i	i
O=C(Nc1nnc(C2CCCCC2)s1)c1cccs1	i	4.7	14	0	i	i	i	i	i	i	i
CCCOC(=O)CSc1nnc(-c2cc(OC)c(OC)c(OC)c2)o1	i	-0.1	-17	-3	i	i	i	i	i	i	i
CCCC(=O)Nc1ccc(C(=O)NCC2CCCO2)cc1 (centres undefined)	i	0.2	1	-1	i	i	i	i	i	i	i
O=C(NCCc1c[nH]c2ccccc12)C(=O)NCC1OCCCN1S(=O)(=O)c1ccccc1 (centres undefined)	i	-0.2	1	-17	i	i	i	i	i	i	i

New compounds follow:
SMILES	RGS4 block	HIF activator	SKKanGAS inh	Platelet DG rel	TRPC6 inh	MrgX1 agonist	RGS4 act	TRPC6 activator	TRPC4 block	MrgX1 antagonist	MrgX1 PAM
CCOC(=O)N1CCN(C(=O)c2cc(COc3ccc(Cl)cc3OC)on2)CC1	i	-0.4	-4	8	i	i	i	i	i	i	i
COc1ccc(CCNC(=O)C2CCN(C(=O)c3cccc(Cl)c3)CC2)cc1OC	i	0.7	3	1	i	i	i	i	i	i	i
O=C(Cn1c(NCCO)nc2ccccc21)NCC1CCCO1 (centres undefined)	i	-1.0	-2	8	i	i	i	i	i	-4.7*	i
CC(=O)OCCNC(=O)Cn1cnc2c1c(=O)n(C)c(=O)n2C	i	-0.2	-3	?	i	i	i	i	i	i	i
O=C(O)CCc1nc2cc3ccccc3cc2[nH]1	i	-0.5	2	1	i	i	i	i	i	i	i
COc1cnc(-c2ccccc2)nc1Oc1cccc(C)c1	i	-0.3	4	1	i	i	i	i	i	i	i
O=C(COC(=O)c1cccc(Cl)c1)NCCN1C(=O)CSC1=O	i	.	6	5	i	i	i	i	i	i	i
